Compound activity: PubChem, several laboratories
FLuc inh counter: counter-screen for luciferase assay inhibitors: firefly luciferase inhibition; ATPLite firefly luciferase biochemical luminescence, 10 min; inhibition, % at 10 µM; hit rate 1.5% among 200,000; AID 1006;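 active = inhibition above about 50% when tested at 10 µM, limit read from the data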
Target sequence (P08659 whole entry, looked up): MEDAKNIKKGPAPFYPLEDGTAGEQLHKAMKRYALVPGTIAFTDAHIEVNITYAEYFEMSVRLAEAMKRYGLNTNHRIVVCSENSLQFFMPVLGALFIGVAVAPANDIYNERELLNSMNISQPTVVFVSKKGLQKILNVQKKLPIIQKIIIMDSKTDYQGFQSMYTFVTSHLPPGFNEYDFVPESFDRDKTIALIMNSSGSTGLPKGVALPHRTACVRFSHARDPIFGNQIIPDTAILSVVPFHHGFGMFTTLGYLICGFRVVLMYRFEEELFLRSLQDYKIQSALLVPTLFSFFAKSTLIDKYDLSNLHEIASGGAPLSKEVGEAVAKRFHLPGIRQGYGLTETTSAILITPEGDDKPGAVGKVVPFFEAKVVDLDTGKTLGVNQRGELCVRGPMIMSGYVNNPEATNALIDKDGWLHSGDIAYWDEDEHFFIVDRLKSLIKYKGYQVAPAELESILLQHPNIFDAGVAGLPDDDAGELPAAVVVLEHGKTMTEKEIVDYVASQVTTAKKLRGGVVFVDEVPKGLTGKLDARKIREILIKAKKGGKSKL
PMI activator: increases human mannose-6-phosphate isomerase activity | P34949 | purified human PMI, coupled resazurin fluorescence, 20 min; stronger effect = higher value; 1 = vehicle control, 0 substrate-free wells | activation factor at 20 µM | hit rate 0.005% among 190,000 | AID 1214;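 active = activation factor of 2 or more at 20 µM, relative to plate controls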
NF-kB neuron act: NF-kB expression increase, human neuronal cells. NF-kB reporter expression; stronger effect = higher value. fold change at 12.5 µM. hit rate 1.6% among 190,000. AID 1239; in the data active = fold change above about 3.3
PMI act hi M6P: PMI (human) activation, high substrate | P34949 | coupled PMI enzyme assay, resazurin fluorescence, 20 min; stronger effect = higher value; 1 = untreated enzyme, 0 = substrate-free blank | activation factor at 20 µM | hit rate 0.34% among 190,000;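 active = activation factor of 2 or more at 20 µM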
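Material: human phosphomannose isomerase with PGI, G6PDH, diaphorase coupling enzymes. Quantity: 15 ng/mL PMI. Medium: HEPES pH 7.4 buffer with MgCl2 and Tween-20. Reagent: Near-saturating mannose-6-phosphate, 1.0 mM. Compound: 20 µM single dose. Times: enzyme reaction with compound 20 min at room temperature. Detection: resorufin fluorescence at Ex 544/Em 590 nm.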
bIAP act: intestinal alkaline phosphatase (bovine) activation; purified bovine IAP, CDP-star luminescence, 30 min; stronger effect = higher value; fold of DMSO-control signal, blank-subtracted; activation factor at 20 µM; hit rate 0.17% among 200,000; AID 1016;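 active = activation factor of 2 or more at 20 µM, a signal rise over negative controls twice the positive control's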
APP 5'UTR act: activates APP 5'UTR luciferase reporter | SH-SY5Y APP 5'UTR luciferase reporter, luminescence; zero percent = DMSO vehicle wells | activation, % at 2 µM | hit rate 1% among 190,000 | AID 1276;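 active = activation above a set limit, based on mean plus 3 SD of controls, cut at about 140% in these data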; note: values of inactives mirror those of a sister screen read the other way
TNAP act hi DEA: activators of human TNAP at high phosphate acceptor concentration; purified TNAP, CDP-star luminescence, 1 M DEA, 30 min; stronger effect = higher value; 0 = EDTA background, 1 = DMSO-only activity; activation factor at 20 µM; 200,000 tested, under 10 active; AID 1136;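 active = activation factor at least 2 at 20 µM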
Target sequence (P05186 whole entry, looked up): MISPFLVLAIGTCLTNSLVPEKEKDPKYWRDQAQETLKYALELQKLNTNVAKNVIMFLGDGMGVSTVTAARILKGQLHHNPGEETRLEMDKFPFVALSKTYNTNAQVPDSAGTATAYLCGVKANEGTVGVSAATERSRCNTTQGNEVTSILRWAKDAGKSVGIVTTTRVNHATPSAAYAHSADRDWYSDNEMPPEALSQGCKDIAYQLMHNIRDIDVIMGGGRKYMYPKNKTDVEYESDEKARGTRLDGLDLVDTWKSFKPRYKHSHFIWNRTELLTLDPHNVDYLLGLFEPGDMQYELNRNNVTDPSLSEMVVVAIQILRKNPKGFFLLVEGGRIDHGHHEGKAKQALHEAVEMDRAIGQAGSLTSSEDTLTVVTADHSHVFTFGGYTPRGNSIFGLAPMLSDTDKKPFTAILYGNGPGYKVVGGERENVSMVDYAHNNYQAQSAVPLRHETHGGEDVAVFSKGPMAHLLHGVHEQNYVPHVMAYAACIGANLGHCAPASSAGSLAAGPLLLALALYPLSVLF
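system = human TNAP | amount = enzyme diluted 1/800 final | reagent = 100 µM CDP-star substrate | signal = luminescent substrate turnover signal | dosing = one dose, 20 µM | benchmarks = EDTA negative control, DMSO positive control | measure = activation factor | timing = 30 min reaction, room temperature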
FLuc act counter: firefly luciferase counter-screen for stimulation assays; P08659; ATPlite luciferase biochemical, luminescence, 10 min; 0 = ATP-free wells, 1 = DMSO control; activation factor at 10 µM; 200,000 tested, under 10 active; AID 1027;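 active = luciferase activation factor, scaled between plate controls, of at least 2 with compound at 10 µM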
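Assay system: Luciferase/luciferin detection reagent, cell-free biochemical luciferase assay / Read-out: luciferase activation / Benchmarks: No-ATP low control, compound-free enzyme-plus-ATP high control / Medium: PBS buffer for ATP / Detection: luminescence measurement of luciferase light output / Schedule: 10 min at ambient temperature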
TNAP inh hiacc: blocks human TNAP under high phosphate acceptor concentration; P05186; purified TNAP, CDP-star luminescence, 1 M DEA; inhibition, % at 20 µM; hit rate 0.03% among 200,000; AID 1135;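 active = over 50% inhibition of tissue-nonspecific alkaline phosphatase at 20 µM in the single-dose screen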;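 note: plate controls were DMSO wells for no effect and EDTA-quenched wells as full inhibition for full effect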
TNAP inh noacc: blocks human TNAP activity with no phosphate acceptor present; P05186; purified TNAP, CDP-star luminescence, 30 min; inhibition, % at 20 µM; hit rate 0.26% among 200,000; AID 1012;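 active = tissue-nonspecific alkaline phosphatase inhibition above about 50% at 20 µM in the single-dose screen, limit read from the data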;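 note: 0% = DMSO negative control and 100% = EDTA positive control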
Active calls of the source: *; . = no result given.

1. CS(=O)(=O)NC1c2cccc3cccc(c23)C1N1CCOCC1 (stereo not given)
2. Cc1ccc(SC(C)C(=O)NCc2ccncc2)cc1 (stereo not given)
3. C=CCNc1cc(C)oc(=O)c1C(=O)CC
4. Cc1c(NC(=O)CN2c3cccc4cccc(c34)S2(=O)=O)c(=O)n(-c2ccccc2)n1C
5. Cc1ccc(NC(=O)COC(=O)c2ccc3c(c2)C(=O)N(CCc2ccccc2)C3=O)c(C)c1
compound no. | 1 | 2 | 3 | 4 | 5
FLuc inh counter | -10 | -6 | 0 | -5 | -5
PMI activator | 0.9 | 0.9 | 0.9 | 1.1 | 1
NF-kB neuron act | 1.2 | 1.1 | 1.2 | 0.69 | 1.1
PMI act hi M6P | 0.9 | 0.9 | 0.9 | 0.9 | 0.9
bIAP act | 1 | 1.1 | 1.2 | 1.1 | 1.1
APP 5'UTR act | -18 | 5 | 8 | 3 | -3
TNAP act hi DEA | 1 | 1.1 | 1 | 1 | 1
FLuc act counter | 1.1 | 1.1 | 1 | 1.1 | 1
TNAP inh hiacc | -4 | -5 | -1 | 0 | 0
TNAP inh noacc | -3 | -8 | -3 | 5 | -8

6. COc1ccc(/C=N\N=C2/SC(CC(=O)O)C(=O)N2c2ccc(O)cc2)cc1 (stereo not given)
7. CCC(=O)NCCCc1nc2ccccc2n1Cc1ccccc1F
8. Cc1[nH]c2ccc(-c3n[nH]c(=S)n3Cc3ccccc3)cc2c1C
9. Cc1ccc(C(=O)NC2CCN(C(=O)N3CCOCC3)CC2)cc1
10. CN1CCc2nc(NC(=O)COc3ccc(C#N)cc3)sc2C1
compound no. | 6 | 7 | 8 | 9 | 10
FLuc inh counter | -12 | -1 | -12 | -4 | -6
PMI activator | 1.1 | 1.1 | 0.8 | 1 | 1
NF-kB neuron act | 1.3 | 0.95 | 1.2 | 0.99 | 1
PMI act hi M6P | 1 | 1 | 0.9 | 0.9 | 1
bIAP act | 0.9 | 1 | 0.8 | 0.9 | 1
APP 5'UTR act | 7 | -5 | -12 | -8 | 10
TNAP act hi DEA | 1.1 | 1.1 | 1.1 | 1.1 | 1
FLuc act counter | 1.1 | 1 | 1.1 | 1 | 1.1
TNAP inh hiacc | -7 | -6 | -6 | -6 | -3
TNAP inh noacc | 4 | -15 | -1 | -11 | -13

Overlap with the part before: 4 entries, then new ones.
7. CCC(=O)NCCCc1nc2ccccc2n1Cc1ccccc1F
8. Cc1[nH]c2ccc(-c3n[nH]c(=S)n3Cc3ccccc3)cc2c1C
9. Cc1ccc(C(=O)NC2CCN(C(=O)N3CCOCC3)CC2)cc1
10. CN1CCc2nc(NC(=O)COc3ccc(C#N)cc3)sc2C1
11. O=C1CN(C(=O)c2ccco2)C(c2ccccc2)c2cc(Cl)ccc2N1 (stereo not given)
12. N/C(Cc1ccc(Cl)cc1)=N\OC(=O)c1ccc2ccccc2c1
13. CN(C)CCn1c(C(=O)Nc2ccccc2)cc2ccccc21
14. Cc1ccc(/C=N/NC(=O)CSc2nc3ccccc3c(=O)n2-c2ccccc2)s1
15. C/C(=N\NC(=O)C1CC1(C)c1ccccc1)c1ccco1 (stereo not given)
compound no. | 7 | 8 | 9 | 10 | 11 | 12 | 13 | 14 | 15
FLuc inh counter | -1 | -12 | -4 | -6 | -1 | 0 | -5 | -4 | -1
PMI activator | 1.1 | 0.8 | 1 | 1 | 1 | 1 | 1 | 0.9 | 0.9
NF-kB neuron act | 0.95 | 1.2 | 0.99 | 1 | 0.97 | 1.3 | 0.71 | 0.84 | 1.1
PMI act hi M6P | 1 | 0.9 | 0.9 | 1 | 1 | 1.1 | 1 | 0.9 | 1
bIAP act | 1 | 0.8 | 0.9 | 1 | 1.1 | 1 | 0.9 | 0.5 | 0.9
APP 5'UTR act | -5 | -12 | -8 | 10 | -2 | -3 | -5 | -1 | .
TNAP act hi DEA | 1.1 | 1.1 | 1.1 | 1 | 1 | 1 | 1.1 | 1 | 1
FLuc act counter | 1 | 1.1 | 1 | 1.1 | 1 | 1 | 1.1 | 1 | 1
TNAP inh hiacc | -6 | -6 | -6 | -3 | 2 | -3 | -5 | 0 | -2
TNAP inh noacc | -15 | -1 | -11 | -13 | -8 | -11 | -12 | 2 | -30

16. CCNc1nc(Sc2ccc(C)cc2)cc(C(F)(F)F)n1
17. COc1ccc(CN=C(Nc2ccccc2)SC2CC(=O)NC2=O)cc1 (stereo not given)
18. COc1ccc(CNC(=O)CC2Sc3ccccc3NC2=O)cc1 (stereo not given)
19. CCOc1cccc(-c2cc(=O)[nH][nH]2)c1
20. Cc1cc2nc(/N=C(\N)NC(=O)N3c4ccccc4Sc4ccccc43)nc(C)c2cc1C
compound no. | 16 | 17 | 18 | 19 | 20
FLuc inh counter | -2 | -10 | -3 | -9 | -9
PMI activator | 0.9 | 1 | 1 | 1 | 1
NF-kB neuron act | 1.1 | 1.1 | 1.1 | 1.1 | 0.87
PMI act hi M6P | 1 | 1 | 1 | 0.9 | 1
bIAP act | 1 | 1.1 | 1.1 | 0.9 | 0.8
APP 5'UTR act | 2 | -3 | 0 | 6 | 7
TNAP act hi DEA | 1.1 | 1 | 1.1 | 1 | 1.1
FLuc act counter | 1 | 1.1 | 1 | 1.1 | 1.1
TNAP inh hiacc | -6 | -4 | -6 | 3 | -6
TNAP inh noacc | -1 | -4 | -12 | -5 | 1

21. CCn1c(=O)c(=O)n(CC)c2cc(S(=O)(=O)N3CCc4ccccc43)ccc21
22. c1ccc(CNn2nnnc2-c2ccccc2)cc1
23. Cc1ccc(S(=O)(=O)NC(CC(=O)N2CCc3ccccc32)c2ccco2)cc1 (stereo not given)
24. COc1ccc(CCNC(=O)c2cc(C(=O)c3cc(C)ccc3O)cn(CCc3ccc(OC)cc3)c2=O)cc1
25. COc1ccccc1-n1cc(CN2CCN(C3CCCCC3)C(CCO)C2)cn1 (stereo not given)
compound no. | 21 | 22 | 23 | 24 | 25
FLuc inh counter | -7 | -4 | -4 | -4 | -5
PMI activator | 1.1 | 0.9 | 0.9 | 0.8 | 1
NF-kB neuron act | 0.89 | 1.1 | 0.95 | 0.29 | 1.1
PMI act hi M6P | 1.1 | 1 | 0.9 | 0.9 | 1.1
bIAP act | 1 | 0.8 | 0.9 | 0.9 | 1
APP 5'UTR act | -2 | 10 | -5 | -8 | 7
TNAP act hi DEA | 1.1 | 1.1 | 1.1 | 1 | 1.1
FLuc act counter | 1.1 | 1 | 1 | 1 | 1
TNAP inh hiacc | -8 | -7 | -8 | 2 | -5
TNAP inh noacc | 7 | -11 | -16 | -14 | -10

Entries of single compounds from above. Order of screens: FLuc inh counter | PMI activator | NF-kB neuron act | PMI act hi M6P | bIAP act | APP 5'UTR act | TNAP act hi DEA | FLuc act counter | TNAP inh hiacc | TNAP inh noacc
Listed for Cc1ccc(S(=O)(=O)NC(CC(=O)N2CCc3ccccc32)c2ccco2)cc1 (stereo not given) = -4 | 0.9 | 0.95 | 0.9 | 0.9 | -5 | 1.1 | 1 | -8 | -16
Listed for COc1ccccc1-n1cc(CN2CCN(C3CCCCC3)C(CCO)C2)cn1 (stereo not given) = -5 | 1 | 1.1 | 1.1 | 1 | 7 | 1.1 | 1 | -5 | -10

(continued)
26. CCCCCN(C(=O)COC(=O)c1ccc(Br)o1)c1c(N)n(CCCC)c(=O)[nH]c1=O
27. CCCCc1nnc(NC(=O)C2CCCO2)s1 (stereo not given)
28. COc1ccc(C(c2nnnn2CS(=O)(=O)c2ccc(C)cc2)N2CCN(c3ncccn3)CC2)cc1 (stereo not given)
29. COc1ccc(Cl)cc1NC(=O)CNc1ccccc1CN(C)C1CCCCC1
30. CCOC(=O)/C=C/C(=O)OCC(=O)Nc1cccc(Br)c1
compound no. | 26 | 27 | 28 | 29 | 30
FLuc inh counter | -7 | -5 | -10 | -6 | -2
PMI activator | 1.1 | 0.9 | 0.8 | 0.8 | 1.1
NF-kB neuron act | 1.1 | 1.3 | 0.89 | 1.3 | 1.2
PMI act hi M6P | 1.2 | 1 | 0.9 | 0.9 | 1
bIAP act | 0.9 | 0.8 | 1 | 0.6 | 0.8
APP 5'UTR act | 5 | 5 | 23 | -5 | 16
TNAP act hi DEA | 1.1 | 1.1 | 1 | 1.1 | 1
FLuc act counter | 1.1 | 1 | 1.1 | 1.1 | 1
TNAP inh hiacc | -10 | -6 | -3 | -5 | -5
TNAP inh noacc | 12 | -10 | -5 | -8 | -25

31. COc1cccc(OC(=O)CSc2nnc(-c3ccccc3Br)o2)c1
32. CCOc1cc(C2NC(=O)NC(O)(C(F)(F)F)C2C(=O)c2ccccc2)ccc1OC (stereo not given)
33. COc1ccc2cc(S(=O)(=O)N3CCOCC3)ccc2c1
34. COc1cccc(-c2ccc(SCC(=O)NCCc3ccccc3)nn2)c1
35. CC1=NCC(C)c2c1[nH]c1ccccc21 (stereo not given)
compound no. | 31 | 32 | 33 | 34 | 35
FLuc inh counter | -3 | -3 | -6 | 6 | -6
PMI activator | 0.9 | 0.9 | 0.9 | 1 | 0.8
NF-kB neuron act | 1 | 1.1 | 1.1 | 1.2 | 0.95
PMI act hi M6P | 1 | 0.9 | 0.9 | 0.9 | 1
bIAP act | 0.9 | 0.9 | 1 | 1 | 1
APP 5'UTR act | 6 | 22 | 11 | -3 | 10
TNAP act hi DEA | 1.1 | 1 | 1.1 | 1 | 1
FLuc act counter | 1 | 1 | 1.1 | 0.9 | 1.1
TNAP inh hiacc | -6 | 1 | -5 | 1 | -1
TNAP inh noacc | -16 | -7 | -19 | 4 | -8

36. Cc1[nH]c(=O)[nH]c(=O)c1/C=N\NC(=O)CCc1ccc(OC(C)C)cc1
37. CCOc1ccc(C(=O)NC(=S)Nc2ccc(N3CCC(C)CC3)cc2)cc1[N+](=O)[O-]
38. CC(C)(C)SCCNC(=O)CN1C(=O)c2ccccc2S1(=O)=O
39. CC(C)C(=O)Nc1nnc(-c2ccccc2)o1
40. CC/C(=N/Nc1ccc(Cl)cc1)c1cnnc(SC)n1
compound no. | 36 | 37 | 38 | 39 | 40
FLuc inh counter | 9 | -2 | -5 | -5 | -4
PMI activator | 0.9 | 0.9 | 0.9 | 0.9 | 1.8
NF-kB neuron act | 1.6 | 0.94 | 0.94 | 1 | 1.2
PMI act hi M6P | 0.9 | 0.9 | 0.9 | 0.7 | 2.5*
bIAP act | 1.2 | 0.9 | 0.9 | 0.9 | 1.3
APP 5'UTR act | 44 | . | -5 | 2 | 8
TNAP act hi DEA | 1 | 1 | 1 | 1.1 | 0.9
FLuc act counter | 0.9 | 1 | 1 | 1 | 1
TNAP inh hiacc | -4 | -1 | -4 | -7 | 13
TNAP inh noacc | -116 | -6 | -21 | -13 | 9
